Avidin fluor – green autofluorescence of compounds with avidin beads – biophysical, 488/530 nm, flow cytometry, artefact control, profiling panel | compound fluorescence 488/530 nm; stronger effect = higher value | fluorescence (KMESF) at 10 µM | 0.38% of 220,000 active; in the data active = fluorescence above about 47; note: inactives centre near 10
Rac1 wt GTP bind – wildtype Rac1 GTP binding modulators, primary screen, biochemical, GST-Rac1 beads, flow cytometry, multiplex; Ras-related C3 botulinum toxin substrate 1 (Homo sapiens), P63000; fluorescent GTP binding; actives lie on both sides; 0 = cold GTP competed, 100 = untreated; GTP binding activity (% of control), % at 10 µM; 0.27% of 190,000 active;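 active = GTP binding activity at least 20 points away from the 100% control level, either lower or higher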
HRas wt GTP bind – modulators of GTP binding to HRas wildtype, primary screen, biochemical, bead-based flow cytometry, multiplex. GST-Ras wt beads, Bodipy-FL-GTP binding; actives lie on both sides. 0.14% of 190,000 active. GTP binding activity, % at 10 µM;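 active = GTP binding activity at least 20% away from the 100% baseline, either lowered as inhibitor or raised as activator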;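 note: 0% = unlabeled GTP competition control and 100% = no-compound control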
Target sequence (P01112 whole entry, looked up): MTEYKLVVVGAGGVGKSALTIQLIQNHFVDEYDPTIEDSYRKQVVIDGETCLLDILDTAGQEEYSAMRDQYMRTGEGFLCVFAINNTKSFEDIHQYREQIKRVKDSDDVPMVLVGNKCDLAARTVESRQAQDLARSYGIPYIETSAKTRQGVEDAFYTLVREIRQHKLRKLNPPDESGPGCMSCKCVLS
Rac1 mut GTP – GTP binding modulators of activated mutant Rac1, primary screen, biochemical, bead-based flow cytometry, multiplex, fluorescent GTP; Ras-related C3 botulinum toxin substrate 1 (Homo sapiens), P63000; GST-Rac1 activated beads; actives lie on both sides; 100% means binding = to untreated wells; percent activity (GTP binding), % at 10 µM; 0.11% of 190,000 active; AID 764, 2007;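 active = GTP binding at least 20 percentage points away from the 100% baseline, in either direction, so actives lie on both sides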
Mcl-1 Bim block – inhibitors of Bim peptide binding to Mcl-1, primary screen, biochemical, bead-based flow cytometry, multiplex. AID 1009, 2008. inhibition, % at 10 µM. Bim peptide-Mcl-1 binding. 0.1% of 190,000 active; in the data active = inhibition above about 40%;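 note: 0% = no compound tracer wells and 100% = peptide blocker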
Target sequence (Q07820 whole entry, looked up): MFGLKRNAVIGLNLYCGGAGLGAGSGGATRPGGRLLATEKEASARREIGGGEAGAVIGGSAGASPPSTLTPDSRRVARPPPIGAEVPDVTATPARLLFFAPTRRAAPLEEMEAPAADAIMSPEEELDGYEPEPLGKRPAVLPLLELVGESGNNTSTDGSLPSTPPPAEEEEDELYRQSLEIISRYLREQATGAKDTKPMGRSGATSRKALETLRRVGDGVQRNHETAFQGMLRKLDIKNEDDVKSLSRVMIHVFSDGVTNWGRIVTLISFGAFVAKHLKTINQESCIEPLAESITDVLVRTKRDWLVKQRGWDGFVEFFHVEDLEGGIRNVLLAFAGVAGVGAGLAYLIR
Rab2 wt GTP – modulators of GTP binding to Rab2A wildtype, primary screen, biochemical, dog, bead-based flow cytometry, multiplex. GST-Rab2 wt beads, Bodipy-GTP binding. GTP binding activity, % at 10 µM. 0.19% of 190,000 active;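 active = GTP binding activity at least 20 points away from 100%, either lowered or raised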;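 note: 0% = beads with excess unlabeled GTP and 100% = no-compound control corrected for plate trend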
Pf gametocyte – late stage P. falciparum gametocyte viability inhibitors, primary screen, ATP luminescence, HTS | inhibition, % at 10.9 µM | P. falciparum stage V gametocytes, 24 h | 0.065% of 150,000 active | AID 743093, 2013;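 active = inhibition above the mean plus 3 SD of compounds within the control limits, set per campaign, cut at about 38% in these data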;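 note: 0% = DMSO wells and 100% = medium only without gametocytes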
Mcl1-Bid inh – Mcl-1/Bid binding inhibitors, primary screen, biochemical, TR-FRET, 1536-well. Induced myeloid leukemia cell differentiation protein Mcl-1 (Homo sapiens), Q07820. TR-FRET Mcl-1/Bid-Dy647 peptide binding. inhibition, % at 21.7 µM. 0.97% of 220,000 active. AID 1021, 2008;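 active = compounds that cut the binding signal by more than half at the single screening dose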;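 note: His-tagged Mcl-1 with europium anti-His antibody binding Bid BH3 peptide; 0% = Mcl-1 plus peptide wells and 100% = peptide-only wells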
Rab7 wt GTP bind – modulators of GTP binding to Rab7, primary screen, biochemical, wildtype, multiplex bead flow cytometry | GTP binding activity (percent of control), % at 10 µM | 0.055% of 190,000 active | AID 758, 2007 | GST-Rab7 beads, fluorescent GTP binding; actives lie on both sides; untreated = 100%, excess cold GTP = 0% | Rab7 GTPase wild type (dog), Bodipy-FL-GTP binding;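 active = fluorescent GTP binding to Rab7 beads changed by at least 20 points from the 100% baseline, either direction, mostly lower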;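 note: median green fluorescence of bound Bodipy-FL-GTP per Rab7 bead population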
Mcl1-Noxa inh – Mcl-1/Noxa binding inhibitors, primary screen, biochemical, TR-FRET, 1536-well; Induced myeloid leukemia cell differentiation protein Mcl-1 (Homo sapiens), Q07820; TR-FRET Mcl-1/Noxa peptide binding, 2 h; inhibition, % at 21.7 µM; 1.5% of 220,000 active; AID 1022, 2008;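 active = compounds that cut the protein-peptide binding signal by more than 50% relative to plate controls in a single-dose test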;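 note: His-tagged Mcl-1 with rhodamine Noxa BH3 peptide and terbium anti-His antibody; 0% = Mcl-1 plus Noxa peptide wells and 100% = peptide-only wells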
Cdc42 wt GTP – modulators of GTP binding to wildtype Cdc42, primary screen, biochemical, multiplex bead flow cytometry, Bodipy-GTP; Cell division control protein 42 homolog (Homo sapiens), P60953; GST-Cdc42 beads; actives lie on both sides; percent activity (GTP binding), % at 10 µM; 0.2% of 190,000 active;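 active = percent activity GTP binding at least 20 points away from the 100% baseline, either down as inhibitor or up as activator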;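 note: median bead fluorescence of bound Bodipy-FL-GTP at 100 nM; 0% = excess unlabeled GTP control and 100% = no compound control; below 100% means less GTP binding so inhibitor and above means activator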
Target sequence (P60953 whole entry, looked up): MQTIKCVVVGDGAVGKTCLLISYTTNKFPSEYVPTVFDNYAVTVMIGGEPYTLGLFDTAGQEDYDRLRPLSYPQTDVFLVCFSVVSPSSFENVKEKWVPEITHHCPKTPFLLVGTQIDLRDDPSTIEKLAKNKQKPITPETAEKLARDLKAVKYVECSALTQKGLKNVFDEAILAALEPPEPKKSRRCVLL
The depositor's hits bear a star; · = no result given.

Every second line gives: Avidin fluor | Rac1 wt GTP bind | HRas wt GTP bind | Rac1 mut GTP | Mcl-1 Bim block | Rab2 wt GTP | Pf gametocyte | Mcl1-Bid inh | Rab7 wt GTP bind | Mcl1-Noxa inh | Cdc42 wt GTP
- O=C(Nc1cccc(-c2cn3cccnc3n2)c1)c1ccc2c(c1)OCO2
    8 | 103.0 | 99.0 | 99.0 | -1.0 | 97.0 | -11.6 | 41.2 | 99.0 | 57.0* | 98.0
- COc1ccc(CCNc2ccncn2)cc1
    37 | 99.0 | 99.0 | 97.0 | 0.0 | 99.0 | -6.2 | 0.0 | 99.0 | 4.6 | 102.0
- CCOC(=O)C1=C(C)NC(=O)NC1c1ccco1 (centres undefined)
    11 | 107.0 | 102.0 | 104.0 | -2.0 | 101.0 | · | -58.3 | 97.0 | 10.3 | 104.0
- CCCCSc1nnc2n(CCc3ccccc3)c(=O)c3c4c(sc3n12)COC(C)(C)C4
    24 | 105.0 | 101.0 | 101.0 | -3.0 | 100.0 | · | -7.7 | 101.0 | -1.4 | 102.0
- Cc1ccccc1NC(=O)N1c2ccccc2CC1C (centres undefined)
    14 | 94.0 | 95.0 | 92.0 | -2.0 | 92.0 | 10.5 | -15.1 | 97.0 | 2.5 | 91.0
- O=C1CN(C(=O)COC(=O)CCSc2ccccc2Cl)c2ccccc2N1
    4 | 104.0 | 100.0 | 99.0 | 12.0 | 98.0 | 8.8 | -8.6 | 99.0 | 11.6 | 98.0
- CC(NC(=O)COC(=O)C1CCN(S(=O)(=O)c2ccccc2C(F)(F)F)CC1)c1ccccc1 (centres undefined)
    5 | 99.0 | 98.0 | 98.0 | -3.0 | 97.0 | -7.8 | -8.6 | 99.0 | 10.6 | 97.0
- Cc1ccc(S(=O)(=O)N/N=C/c2ccc(C(=O)O)cc2)cc1
    34 | 96.0 | 97.0 | 94.0 | -1.0 | 95.0 | · | -16.4 | 95.0 | 4.3 | 97.0
- COc1ccc(C(=O)Nc2cc([N+](=O)[O-])ccc2N2CCCC2)cc1
    9 | 97.0 | 97.0 | 95.0 | -2.0 | 98.0 | -19.1 | -12.8 | 106.0 | -0.5 | 95.0
- CCOCCCNC(=O)C(NC(=O)c1ccccc1O)c1ccc(C)cc1 (centres undefined)
    7 | 99.0 | 98.0 | 95.0 | -2.0 | 99.0 | · | -24.7 | 107.0 | 10.6 | 94.0

Next records
Every second line gives: Avidin fluor | Rac1 wt GTP bind | HRas wt GTP bind | Rac1 mut GTP | Mcl-1 Bim block | Rab2 wt GTP | Pf gametocyte | Mcl1-Bid inh | Rab7 wt GTP bind | Mcl1-Noxa inh | Cdc42 wt GTP
- COc1ccc(N2CCN(C(CNC(=O)c3ccco3)c3cccnc3)CC2)cc1 (centres undefined)
    9 | 109.0 | 102.0 | 99.0 | 0.0 | 105.0 | · | -18.1 | 102.0 | 10.7 | 103.0
- Cc1ccc(C)c(OCc2nc3ccccc3[nH]2)c1
    10 | 99.0 | 98.0 | 97.0 | 5.0 | 100.0 | -7.8 | -32.6 | 93.0 | 1.3 | 102.0
- COc1ccc(-n2c(Cc3cccn3C)nnc2SCC(=O)Nc2ccc(F)cc2F)cc1
    33 | 99.0 | 98.0 | 97.0 | -3.0 | 100.0 | · | -28.0 | 103.0 | -0.1 | 103.0
- NS(=O)(=O)c1cccc(NC(=O)c2cc3ccccc3o2)c1
    9 | 97.0 | 96.0 | 94.0 | -1.0 | 96.0 | 15.0 | -4.4 | 101.0 | -11.0 | 93.0
- Cc1nn(C(C)c2n[nH]c(=S)n2-c2cccc(Cl)c2)c(C)c1[N+](=O)[O-] (centres undefined)
    8 | 104.0 | 99.0 | 100.0 | -7.0 | 98.0 | -13.8 | -24.2 | 93.0 | 9.7 | 100.0
- C=CCCC(=O)Nc1nc(C)c(-c2csc(Nc3cc(Cl)ccc3OC)n2)s1
    25 | 95.0 | 96.0 | 95.0 | 4.0 | 94.0 | · | -17.4 | 95.0 | 20.1 | 95.0
- COc1ccc2cc3cc(C(=O)NCCN4CCN(c5ccccc5F)CC4)oc3nc2c1
    36 | 94.0 | 93.0 | 94.0 | 2.0 | 92.0 | · | 11.2 | 99.0 | 9.4 | 93.0
- CCn1nc(CC(=O)Nc2ccc(-n3cnnn3)c(C)c2)c2ccccc2c1=O
    44 | 102.0 | 101.0 | 96.0 | -6.0 | 100.0 | · | 0.5 | 98.0 | -9.6 | 95.0
- Cc1nc(CN2CCN(Cc3nc(C(c4ccccc4)c4ccccc4)no3)CC2)cs1
    7 | 93.0 | 93.0 | 91.0 | -5.0 | 97.0 | -13.8 | -24.4 | 101.0 | 13.2 | 93.0
- N/C(=N\OC(=O)CCCOc1ccccc1)c1ccc(Br)cc1
    15 | 102.0 | 103.0 | 96.0 | -2.0 | 97.0 | · | -13.2 | 100.0 | -6.7 | 101.0

(list continues)
Every second line gives: Avidin fluor | Rac1 wt GTP bind | HRas wt GTP bind | Rac1 mut GTP | Mcl-1 Bim block | Rab2 wt GTP | Pf gametocyte | Mcl1-Bid inh | Rab7 wt GTP bind | Mcl1-Noxa inh | Cdc42 wt GTP
- COc1ccccc1NS(=O)(=O)c1cc(NC(=O)CCC(=O)c2cccs2)ccc1Cl
    11 | 97.0 | 98.0 | 98.0 | 1.0 | 95.0 | -26.0 | -16.1 | 95.0 | 3.1 | 97.0
- CC(=O)Nc1nc(C)c(C(C)=O)s1
    28 | 100.0 | 97.0 | 100.0 | -2.0 | 98.0 | -18.5 | -12.9 | 100.0 | 8.0 | 99.0
- Cc1ccc(/C=N\n2c(-c3ccccc3)n[nH]c2=S)s1
    13 | 104.0 | 100.0 | 98.0 | 0.0 | 100.0 | · | -7.5 | 101.0 | 32.3 | 100.0
- COc1cccc(N2CCN(C(=O)CN(c3ccc(C)cc3)S(=O)(=O)c3c(C)n[nH]c3C)CC2)c1
    6 | 94.0 | 95.0 | 96.0 | -3.0 | 96.0 | · | -17.7 | 99.0 | 14.1 | 96.0
- Cc1nn(-c2ccccc2)c2sc(C(=O)OC3CCOC3=O)cc12 (centres undefined)
    9 | 94.0 | 95.0 | 94.0 | 2.0 | 93.0 | · | 8.2 | 92.0 | 7.0 | 98.0
- CN(Cc1cccc(-n2cccn2)c1)Cc1cn(C)nc1-c1ccccc1F
    9 | 100.0 | 92.0 | 93.0 | -2.0 | 94.0 | · | -24.3 | 93.0 | 1.8 | 95.0
- CC(=O)OC(COc1ccc(F)cc1)Cn1cnc2ccccc21 (centres undefined)
    10 | 101.0 | 102.0 | 96.0 | -2.0 | 103.0 | -3.8 | -21.6 | 106.0 | 11.9 | 103.0
- c1cc2c3c(cccc3c1)NC1(CCCCCC1)N2
    4 | 100.0 | 100.0 | 98.0 | 7.0 | 100.0 | · | -16.3 | 99.0 | 36.0 | 102.0
- Cc1cc(C)cc(NC(=S)N=Nc2c(O)n(C)c3ccc(S(=O)(=O)N4CCOCC4)cc23)c1
    15 | 101.0 | 97.0 | 99.0 | -7.0 | 97.0 | · | -84.5 | 97.0 | -61.1 | 99.0
- CCOC(=O)C1=C(CC)Nc2ccccc2N=C1NC(=O)Cn1cnc2ccccc2c1=O
    16 | 98.0 | 99.0 | 99.0 | -2.0 | 101.0 | · | 0.1 | 99.0 | 4.8 | 100.0

Later entries
Every second line gives: Avidin fluor | Rac1 wt GTP bind | HRas wt GTP bind | Rac1 mut GTP | Mcl-1 Bim block | Rab2 wt GTP | Pf gametocyte | Mcl1-Bid inh | Rab7 wt GTP bind | Mcl1-Noxa inh | Cdc42 wt GTP
- Cc1cc(-c2nn(-c3ccccc3F)cc2CNCCc2cnc[nH]2)c(C)s1
    6 | 99.0 | 97.0 | 94.0 | 0.0 | 97.0 | 5.8 | -62.6 | 98.0 | 7.6 | 95.0
- Cc1cc(C)cc(Nc2ccc([N+](=O)[O-])nc2[N+](=O)[O-])c1
    12 | 86.0 | 92.0 | 83.0 | 0.0 | 86.0 | · | 15.5 | 92.0 | 24.1 | 88.0
- O=C(N/N=C1\CCCc2ccccc21)C(O)c1ccccc1 (centres undefined)
    6 | 105.0 | 101.0 | 101.0 | 3.0 | 100.0 | · | -20.6 | 101.0 | 7.1 | 101.0
- CCN(CCCNC(=O)CCCn1c(=O)[nH]c2ccccc2c1=O)c1cccc(C)c1
    38 | 102.0 | 100.0 | 100.0 | 0.0 | 100.0 | · | -34.0 | 102.0 | 0.3 | 101.0
- CC(=O)N1C(=O)C2(Nc3ccccc3N2)c2ccccc21
    27 | 93.0 | 96.0 | 91.0 | 2.0 | 93.0 | -21.5 | -3.3 | 95.0 | 4.6 | 94.0
- Cc1cnc(C(=O)OCC(=O)NC23CC4CC(CC(C4)C2)C3)cn1
    12 | 97.0 | 100.0 | 96.0 | -2.0 | 99.0 | · | -6.3 | 100.0 | 4.0 | 98.0
- Oc1cccc2ccc(Nc3ccccn3)nc12
    18 | 103.0 | 100.0 | 101.0 | -1.0 | 101.0 | -1.9 | -111.1 | 102.0 | -8.7 | 105.0
- CCN(CC)c1nc(C)nc2c1sc(=S)n2C
    6 | 96.0 | 96.0 | 91.0 | -63.0 | 91.0 | 24.1 | -34.3 | 98.0 | 15.1 | 93.0
- CC(C)c1ccc(CNC(=O)C(=O)NCC2CCCO2)cc1 (centres undefined)
    14 | 100.0 | 99.0 | 96.0 | 0.0 | 100.0 | 9.9 | 7.2 | 103.0 | -4.1 | 100.0
- Cc1ccc(NC(=O)c2ccc(NCCCN3CCC(C)CC3)c([N+](=O)[O-])c2)cc1F
    14 | 102.0 | 100.0 | 98.0 | -3.0 | 100.0 | -3.9 | -11.6 | 98.0 | 4.3 | 100.0
- COc1ccccc1-n1c(=S)[nH]c2c(sc(=S)n2-c2ccc(C)cc2C)c1=O
    9 | 91.0 | 88.0 | 86.0 | -4.0 | 92.0 | · | -16.8 | 98.0 | -4.5 | 91.0
- C=CCc1cc(/C=C2/NC(=S)NC2=O)cc(OC)c1O
    10 | 98.0 | 98.0 | 97.0 | -2.0 | 98.0 | 18.4 | -41.2 | 98.0 | 28.7 | 97.0
- O=C(CN1C(=O)c2ccccc2S1(=O)=O)Nc1ccccc1
    9 | 103.0 | 104.0 | 99.0 | 0.0 | 102.0 | · | -0.3 | 101.0 | 11.3 | 101.0

Single values from above.
Result of `CC(C)c1ccc(CNC(=O)C(=O)NCC2CCCO2)cc1` (centres undefined) under Rac1 wt GTP bind: 100.0
Result of `O=C(N/N=C1\CCCc2ccccc21)C(O)c1ccccc1` (centres undefined) under Avidin fluor: 6
